# From PubChem
# HepG2 tox: qHTS for Inhibitors of TGF-b: Cytotox Counterscreen | AID 588856, 2011 | HepG2 CAGA-GFP viability, ATP luminescence, 18 h | Potency, µM (titrated, usually from 46.1 µM), without a hit: at the top dose activity change, negative = cytotoxicity, most hits filed as cytotoxic | 410,000 tested, 0.76% active; also: potency is read from the fitted curve at half-maximal effect; some results filed as inactive show a strong effect at the top dose
#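 HepG2 CAGA-GFP cells (1000/well, DMEM with 1% FBS) received compound, then TGF-beta at 500 pg/mL final, and were incubated 18 hours at 37 degrees C. Viability was read by CellTiter-Glo luminescence. Media-only wells were set as complete cell-killing and DMSO as no toxicity.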
# TGFb inhibitor: qHTS for Inhibitors of TGF-b. Potency, µM (series often up to 46.1 µM), for the others: at the highest dose activity, negative = inhibition, actives largely listed as inhibitors. HepG2 CAGA-GFP TGF-b/SMAD3 reporter, GFP fluorescence, 18 h; TGF-beta stimulated, 500 pg/mL final. 410,000 tested, 1.2% active; also: potency is read from the fitted curve at half-maximal effect; % is scaled to controls: 0 for no effect and ±100 for the full control effect; nearly all actives have a fitted effect of over 65% in size
#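 Inhibition of TGF-beta-driven CAGA-GFP reporter expression in HEPG2 cells is measured by cellular GFP fluorescence after 18 h stimulation with 500 pg/mL recombinant TGF-beta in 1% FBS medium at 37 degrees C.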
# Akt phos inh: HTS Assay for Inhibitors of Akt Phophorylation: Primary Screen; 360,000 tested, 0.32% active; Neuro2A IGF-stimulated pAkt S473 HTRF, 20 min; hits give low values; activity change, % for hits at 50 µM; in the data active = activity change below about -80%; inconclusive = mostly about -51% to -80%; also: % is scaled to controls: 0 for no effect and ±100 for the full control effect
#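 Neuro2A cells (4,500/well, DMEM with 0.5% FBS) were treated with compound at a single 50 µM final concentration, stimulated with 6 nM IGF for 20 min at 37 °C, and lysed. Phospho-Akt Ser473 was read by HTRF as 665/615 ratio ×10^4.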
# CCT modulator: High-Throughput Screening for Modulators of Cytosolic Chaperonin Activity; purified chaperonin ATPase assay, HTRF ADP detection, 30 min; activity change, % (no concentration beside the values), hits read low; 360,000 tested, 0.3% active; AID 651819, 2012; in the data active = activity change below about -30%; also: % is scaled to controls: 0 for no effect and ±100 for the full control effect
#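 TRiC (40 or 20 nM final, by batch activity) in 30 mM Tris pH 7.4, 100 mM KCl, 5 mM MgCl2, 1 mM DTT was treated with compound at 76 uM single dose, then 10 uM ATP, 30 min at 37 °C. ADP was read by HTRF Transcreener.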
# Abeta yeast res: qHTS for compounds that reverse cellular toxicity of Amyloid beta (A-beta) peptide in yeast: Primary Screen | yeast expressing A-beta42, growth rescue, OD600, 48 h; response scale: 0% DMSO, 100% iron-clioquinol control | Potency, µM (doses to about 46.1 µM), for the others: at the top dose growth rescue, actives largely listed as activators | 410,000 tested, 0.063% active | AID 1347071, 2019; also: potency is read from the fitted curve at half-maximal effect; nearly all actives have a fitted effect of over 55% in size
#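 Yeast A-beta toxicity model in growth medium with pinned compounds, 48 h at 30 C; growth read as absorbance at 600 nm. Normalized to FeCl3/clioquinol equimolar mix (positive) and DMSO (negative).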
# Nrf2 activator: qHTS of Nrf2 Activators; Potency, µM (top dose mostly 46.1 µM), for the others: top-dose activation, actives largely listed as activators; 410,000 tested, 0.31% active; AID 624171, 2012; AREc32 ARE-luciferase reporter (MCF7-derived line), luminescence, 24 h; also: potency is read from the fitted curve at half-maximal effect; % of control where 0% means no effect; nearly all actives have a fitted effect of over 65% in size
#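 AREc32 cells carrying an ARE-driven firefly luciferase, 1000 cells/well in OPTI-MEM with 5% FBS, dosed after overnight attachment and incubated 24 hr at 37 deg C. Steady-Glo luminescence read after 30 min at RT.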
# MmCpn inh: Inhibitors of TCP-1 ring complex (TRiC) of Methanococcus maripaludis (MmCpn): qHTS. Chaperonin Mm-Cpn (Methanococcus maripaludis). purified Mm-Cpn ATPase, ADP Transcreener TR-FRET. Potency, µM (highest dose often 76.9 µM), for inactives: at the highest dose activity, negative = inhibition, actives largely listed as inhibitors. 330,000 tested, 0.031% active. AID 504842, 2011; also: potency is read from the fitted curve at half-maximal effect; % is scaled to controls: 0 for no effect and ±100 for the full control effect; nearly all actives have a fitted effect of over 80% in size
#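 TR-FRET (320 nm excitation; 590 and 665 nm emission) reports ADP made from 10 uM ATP by 25 nM enzyme; compounds were preincubated 10 min, reaction run 30 min, both at 37°C.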
# Nrf2 block: Nrf2 qHTS screen for inhibitors. A549 ARE-Fluc reporter, luciferase luminescence, 18-24 h. Potency, µM (series often up to 46 µM), for inactives: at the highest dose activity change, negative = inhibition, most hits filed as inhibitors. 360,000 tested, 2.1% active. AID 504444, 2011; also: potency is read from the fitted curve at half-maximal effect; % is scaled to controls: 0 for no effect and ±100 for the full control effect; nearly all actives have a fitted effect of over 60% in size
#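 A549 ARE_Fluc cells, 5000/well, 5% FBS OPTI-MEM; compounds in dose-response, 18-24 h at 37 °C/5% CO2; CellTiter-Fluor viability read (Ex 405/Em 525), then BugLite luciferase luminescence = Nrf2 activity.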
# A549 viability: Nrf2 qHTS screen for inhibitors: counterscreen for cytotoxicity | AID 504648, 2011 | Potency, µM (titrated, usually from 46 µM), without a hit: at the highest dose activity change, negative = cytotoxicity, usual class: inhibitors | A549 ARE-Fluc cells, CellTiter-Fluor viability, 18-24 h | 390,000 tested, 0.16% active; also: potency is read from the fitted curve at half-maximal effect; % is scaled to controls: 0 for no effect and ±100 for the full control effect
#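 A549 ARE_Fluc cells in 5% FBS OPTI-MEM were exposed to compounds in concentration-response for 18-24 h at 37 deg C. Viability was read by CellTiter-Fluor fluorescence (Ex 405/Em 525) after 30 min, before the luciferase read.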
# Numbers without * were called inactive; i = inactive; ? = inconclusive; / = not tested or not shown; [ ] = dose if it differs, or a comment. Unless noted, calls follow the shape of the dose curve; as a rule, active = well fitted curve in the direction sought with a large enough effect; inconclusive = small, poorly fitted or top-dose-only effect, or another doubt; inactive = no such curve, though single readings can be large; an effect the other way counts as inactive or inconclusive.
SMILES,HepG2 tox,TGFb inhibitor,Akt phos inh,CCT modulator,Abeta yeast res,Nrf2 activator,MmCpn inh,Nrf2 block,A549 viability
CC(=O)Nc1cccc(NC(=O)CSc2cn(CC(=O)N(C(C)C)C(C)C)c3ccccc23)c1,0%,?,/,/,9%,3.3%,/,-13%,2%
COc1cccc(CN(C)C(=O)CNC(=O)c2ccc3c(c2)OCO3)c1OC,-35%,0%,i,1.1,6%,-0.4%,2%,14%,3%
CCN(CC)C(=S)SCC(=O)c1ccccc1,-49%,6%,i,-2.4,9%,2.5%,1%,?,/
CCOc1ccccc1NC(=O)NC(C)c1ccncc1 (centres undefined),2%,0%,i,-0.5,-4%,-1.8%,1%,-3%,1%
CCC1(c2ccc(F)cc2)NC(=O)N(CC(=O)N2CCN(S(=O)(=O)c3ccc(C)cc3C)CC2)C1=O (centres undefined),-29%,?,i,1.1,8%,6.3%,/,18µM*,-22%
CCOC(=O)C1(Cc2cccc(OC)c2)CCN(Cc2cccn2-c2nccs2)CC1,-31%,-19%,i,-0.9,-8%,4.6%,0%,?,-8%
Cc1ccc(N2C(=O)c3ccccc3NC2C(C)Cc2ccc3c(c2)OCO3)cc1 (centres undefined),-25%,-24%,/,-1.7,16%,2.5%,1%,?,-24%
CCOc1ccccc1N1CCN(C(=O)/C=C/c2cccc([N+](=O)[O-])c2)CC1,-18%,-8%,i,-0.8,-4%,2.1%,1%,-28%,-11%
CN1CCN(c2ccc(Cl)cc2NC(=O)CCN2C(=O)c3ccccc3C2=O)CC1,-14%,-9%,i,-1.0,-2%,-0.4%,-5%,9%,0%
COc1cccc(C2NC(=S)NC3=C2CCc2ccccc23)c1 (centres undefined),-2%,2%,i,-2.2,-4%,0.5%,-18%,-15%,-7%
CCCC(=O)Nc1c(C(=O)OCC)[nH]c2ccccc12,-24%,7%,i,-2.4,-8%,14%,3%,17%,27%
O=C1[C@H]2[C@@H](/C=C/c3ccccc3)N3C(=O)CN(Cc4ccccn4)C(=O)[C@@]3(Cc3ccccc3)[C@H]2C(=O)N1c1ccccc1,-10%,?,i,-2.6,7%,-0.8%,3%,?,-18%

# Whole records, looked up by structure. Screens in order: HepG2 tox, TGFb inhibitor, Akt phos inh, CCT modulator, Abeta yeast res, Nrf2 activator, MmCpn inh, Nrf2 block, A549 viability
# Entry for CCN(CC)C(=S)SCC(=O)c1ccccc1 = -49%, 6%, i, -2.4, 9%, 2.5%, 1%, ?, /
# Entry for CN1CCN(c2ccc(Cl)cc2NC(=O)CCN2C(=O)c3ccccc3C2=O)CC1 = -14%, -9%, i, -1.0, -2%, -0.4%, -5%, 9%, 0%

# Continued.
SMILES,HepG2 tox,TGFb inhibitor,Akt phos inh,CCT modulator,Abeta yeast res,Nrf2 activator,MmCpn inh,Nrf2 block,A549 viability
Oc1ccc(C=NN=Cc2ccco2)c(O)c1,-37%,4%,i,-4.2,0%,?,/,-1%,-4%
CCc1ccccc1N(CC(=O)NCc1ccccc1)C(=O)CCC(=O)Nc1ccccn1,20%,2%,i,-6.2,0%,0.4%,0%,?,-25%
COc1cc(NC(=O)Cn2nc(-c3ccc(C)c(C)c3)ccc2=O)cc(OC)c1,-33%,-13%,/,/,-9%,4.3%,/,-25%,-8%
O=C(NC1CCN(Cc2ccccc2)CC1)C1CCCN(S(=O)(=O)c2cccc3nonc23)C1 (centres undefined),-24%,-14%,i,0.5,18%,2.9%,-2%,/,8%
CC1CCN(C(=O)CC(NC(N)=O)c2ccccc2Cl)CC1 (centres undefined),5%,-3%,i,-0.4,-8%,-0.3%,1%,-1%,0%
CCOC(=O)c1cccc(NC(=O)CN(c2ccc(C)cc2)S(=O)(=O)c2c(C)n[nH]c2C)c1,3%,-6%,i,0.0,3%,-0.6%,2%,-7%,1%
Cc1nn(CCC(=O)NNC(=S)Nc2ccc([N+](=O)[O-])cc2)c(C)c1[N+](=O)[O-],0%,-1%,i,-0.4,5%,5.4%,3%,20%,7%
OC(Cn1cncn1)(c1ccc(F)cc1)c1ccc(Cl)cc1 (centres undefined),2%,14%,i,0.7,-63%[inhibitor],0.7%,-1%,4%,3%
O=C(Cc1ccc(Cl)cc1)NNC(=O)c1cnccn1,-6%,-1%,i,1.5,4%,0.0%,2%,0%,4%
NC(=O)c1cc(S(=O)(=O)Nc2cccc(F)c2)co1,-12%,-8%,i,1.4,12%,2.7%,1%,-4%,-5%
O=C1OC(c2ccccc2)=NC12CC2c1ccc(Cl)cc1 (centres undefined),-50%,-13%,i,-1.0,-39%[inhibitor],6.9%,-1%,?,?
Cc1cc2c(cc1NS(=O)(=O)c1cccc(C#N)c1)n(C)c(=O)c(=O)n2C,-3%,-8%,/,/,-8%,-0.2%,/,?,-7%
COc1ccc(OCC(=O)NC(=S)Nc2ccc(S(=O)(=O)Nc3cc(OC)nc(OC)n3)cc2)cc1,-5%,-2%,i,1.2,0%,-0.1%,2%,3%,3%
CC1(c2nnc(-c3ccccc3)o2)CC(c2ccc([N+](=O)[O-])cc2)=NO1 (centres undefined),2%,21%,i,-0.9,-31%[inhibitor],-0.8%,/,?,-8%
O=C(c1ccccc1)c1ccc(NCCCn2ccnc2)c([N+](=O)[O-])c1,-33%,-3%,i,-0.6,-6%,5.6%,3%,?,-5%
CCOC(=O)C1(Cc2ccc(OC)cc2)CCN(C(=O)CCn2cccn2)CC1,-7%,-29%,i,-1.6,-12%,-0.7%,1%,16%,4%
CCc1ccc(CNC(=O)c2cc(-c3ccc(Cl)s3)nc3ccccc23)cc1,3%,8%,/,/,-4%,0.0%,/,0%,0%
COc1ccc(S(=O)(=O)N2CCOCC2)cc1NC(=O)COC(=O)c1oc2ccccc2c1C,-5%,-1%,i,-2.5,-13%,-1.2%,0%,-17%,7%
CC1CCCC(N2CCN(C(=O)c3ccc([N+](=O)[O-])cc3)CC2)C1 (centres undefined),-47%,-8%,i,0.8,16%,0.5%,-1%,12%,11%
CCCNC(=O)c1cc2c(c(-c3cccc(-c4ccccc4F)c3)n1)[C@H](CCO)N(C(=O)CC1CC1)C2,/,/,i,-1.3,3%,2.9%,/,/,/
COc1cc2c(cc1OC)C(C)N(C(=O)c1cc3ccccc3o1)CC2 (centres undefined),-50%,-29%,i,-1.1,-22%,0.2%,-1%,?,13%
CC(=O)N/C(N)=N/c1nc2cc([N+](=O)[O-])ccc2o1,26%,19%,i,-3.8,6%,3.3%,2%,?,2%
CC1(C)CC(=O)C2=C(C1)N(c1ccc(F)cc1)C(=O)CC2c1cccnc1 (centres undefined),1%,1%,i,1.6,6%,-1.0%,1%,-2%,-8%
Cc1ccc2nc(NC(=O)CCn3c(=O)sc4ccccc43)sc2c1,-40%,-20%,i,-0.2,13%,0.1%,-8%,12%,9%
Cc1[nH]c2ccccc2c1SCc1nnc(SCc2ccc(Cl)cc2)n1C,-15%,?,i,1.9,-10%,-0.4%,0%,?,-8%
O=C(Nc1ccc2c(c1)OCO2)c1ccc([N+](=O)[O-])cc1[N+](=O)[O-],-11%,?,i,0.0,6%,3.6%,2%,?,-1%
O=C(NCC1CCCO1)c1ccc(Br)s1 (centres undefined),3%,1%,i,-1.0,6%,-0.3%,-1%,3%,-3%
COc1ccc(NC(=O)N(C)C[C@@H]2Oc3c(NC(=O)Nc4c(C)noc4C)cccc3C(=O)N([C@@H](C)CO)C[C@@H]2C)cc1,-16%,7%,i,-0.1,-10%,-0.3%,-1%,1%,-5%
CCOC(=O)NS(=O)(=O)c1ccc(CCNC(=O)c2cc(C)on2)cc1,20%,4%,i,-0.3,0%,0.0%,-2%,7%,8%
CCOC(=O)N1CCC(NC(=O)c2cc(S(=O)(=O)N3CCCCC3)ccc2F)CC1,3%,14%,i,1.1,0%,0.2%,4%,-18%,2%

# Quoted at random: 4 entries already listed
SMILES,HepG2 tox,TGFb inhibitor,Akt phos inh,CCT modulator,Abeta yeast res,Nrf2 activator,MmCpn inh,Nrf2 block,A549 viability
CCOC(=O)NS(=O)(=O)c1ccc(CCNC(=O)c2cc(C)on2)cc1,20%,4%,i,-0.3,0%,0.0%,-2%,7%,8%
O=C(NCC1CCCO1)c1ccc(Br)s1 (centres undefined),3%,1%,i,-1.0,6%,-0.3%,-1%,3%,-3%
O=C(Nc1ccc2c(c1)OCO2)c1ccc([N+](=O)[O-])cc1[N+](=O)[O-],-11%,?,i,0.0,6%,3.6%,2%,?,-1%
COc1ccc(NC(=O)N(C)C[C@@H]2Oc3c(NC(=O)Nc4c(C)noc4C)cccc3C(=O)N([C@@H](C)CO)C[C@@H]2C)cc1,-16%,7%,i,-0.1,-10%,-0.3%,-1%,1%,-5%
